Compound activity deposited in PubChem BioAssay by Sanford-Burnham Center for Chemical Genomics.
tim10-1 inh = growth inhibitors of tim10-1 mutant yeast, primary screen, luminescence, uHTS | inhibition, % at 20 µM | 2.2% of 330,000 active | S. cerevisiae tim10-1 ts strain growth, BacTiter-Glo, 24 h;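 active = inhibition of at least 40%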;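 also: mutant grown at 25 °C; 0% = DMSO wells with yeast and 100% = wells holding no yeast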
NALP3 yeast inh = NALP3 inflammasome inhibitors in reconstituted yeast, primary screen, luminescence, uHTS; Yeast reconstituted NLRP3/ASC/caspase-1, beta-gal luminescence, 24 h; inhibition, % at 10 µM; 0.39% of 330,000 active;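 active = inhibition of 50% or more; inactive = inhibition below 50%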;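 also: plate controls were induced DMSO wells for no effect and uninduced yeast grown without galactose for full effect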
MIN6 prolif = inducers of MIN6 beta-cell proliferation, primary screen, ATP luminescence, uHTS | MIN6 cells proliferation, ATPlite luminescence, 48 h; cells starved in 0.2% serum; 100% = growth in 10% serum | proliferation, % at 10 µM | 0.29% of 330,000 active;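 active = compounds whose signal lies at least 3.5 SD above the mean of all wells on their plate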;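 also: 0% = DMSO-treated cells in low-serum medium and 100% = 10% serum control; some compounds called inactive have numbers as strong as hits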
APJ ag = agonists of human apelin receptor APJ, primary screen, CHO-K1 cells, PathHunter beta-arrestin, luminescence. P35414. 0% DMSO wells, 100% apelin. activation, % at 20 µM. 0.11% of 330,000 active. AID 2520, 2010;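 active = activation more than six SD over the plate average, tested at 20 µM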;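 also: 0% = DMSO alone and 100% = apelin-13 at 10 nM; some results filed as inactive read as strong as hits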
Target sequence (P35414 whole entry, looked up): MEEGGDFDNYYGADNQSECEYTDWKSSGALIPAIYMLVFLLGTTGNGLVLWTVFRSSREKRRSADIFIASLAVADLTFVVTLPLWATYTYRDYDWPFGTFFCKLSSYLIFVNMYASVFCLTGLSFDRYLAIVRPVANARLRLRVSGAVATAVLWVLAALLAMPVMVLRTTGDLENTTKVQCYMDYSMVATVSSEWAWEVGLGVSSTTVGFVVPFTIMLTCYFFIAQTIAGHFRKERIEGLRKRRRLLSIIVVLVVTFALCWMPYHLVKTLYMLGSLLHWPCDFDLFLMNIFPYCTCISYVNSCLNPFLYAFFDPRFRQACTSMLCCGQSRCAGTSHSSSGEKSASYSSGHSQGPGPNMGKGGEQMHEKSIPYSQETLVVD
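Incubation: overnight seeding, 90 min compound at 25 °C, 1 h detection; test system: PathHunter CHO-K1 APJ (AGTRL-1) beta-arrestin reporter cells; amount: 1000 cells/well; doses: one dose, 20 µM compound, 1% DMSO; measured by: beta-gal luminescence; measure: agonist-driven arrestin binding to APJ; benchmarks: negative DMSO alone, positive Apelin-13 at 10 nM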
APJ antag = antagonists of human apelin receptor APJ, primary screen, CHO-K1 cells, beta-arrestin complementation, luminescence; P35414; inhibition, % at 20 µM; 0.32% of 330,000 active;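 active = inhibition above about 40% at 20 µM, limit read from the data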;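 also: cells challenged with 10 nM apelin-13 agonist together with compound; plate controls were apelin-13 plus DMSO wells for no effect and DMSO wells lacking apelin-13 for full effect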
tim23-1 inh = growth inhibitors of tim23-1 mutant yeast, primary screen, luminescence, uHTS | 1.3% of 330,000 active | inhibition, % at 20 µM | S. cerevisiae tim23-1 growth, BacTiter-Glo luminescence, 24 h;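 active = growth inhibition of the mutant yeast at or above 50%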;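 also: temperature-sensitive mutant grown at 25 °C; plate controls were DMSO-treated mutant yeast for no effect and medium wells lacking yeast for full effect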
TIM10 inh = growth inhibitors of isogenic TIM10 control yeast, primary screen, counter-screen for tim10-1 yeast inhibitor project, luminescence, uHTS. S. cerevisiae TIM10 strain growth, BacTiter-Glo luminescence, 24 h. inhibition, % at 10 µM. 1.4% of 330,000 active. AID 463195, 2010;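 active = inhibition of 40% or more at the single tested concentration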;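 also: wild-type TIM10 isogenic control strain grown at permissive 25 °C; 0% = DMSO yeast wells and 100% = minimal medium wells without yeast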
NR3A LBD binder = binders of NR3A ligand-binding domain, primary screen, biophysical, differential scanning fluorimetry, uHTS. Glutamate receptor ionotropic, NMDA 3A (GRIN3A) ligand-binding domain. Tm shift relative to glycine control, % at 25 µM. NR3A LBD differential scanning fluorimetry, Tm shift; 0% = protein alone, 100% = glycine-bound protein. 2.5% of 340,000 active;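 active = melting temperature shift of at least 10% of the positive control shift, at one fixed dose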
MPTP block = mitochondrial permeability transition pore inhibitors, primary screen, biochemical, isolated mouse mitochondria, absorbance; AID 602449, 2012; inhibition, % at 10 µM; 1.4% of 360,000 active; Ca2+ swelling absorbance, 30 min;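 active = inhibition of 50% or more, scaled per plate between neutral and stimulator controls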;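 also: 0% = DMSO wells given calcium and 100% = 1 mM EGTA wells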
* hit, by the source's call.

SMILES,tim10-1 inh,NALP3 yeast inh,MIN6 prolif,APJ ag,APJ antag,tim23-1 inh,TIM10 inh,NR3A LBD binder,MPTP block
CC(NC(=O)CCCOc1ccc(Cl)cc1)c1ccccc1 (stereo unspecified),18,16,-1,5,0,28,25,2,1.4
C=CCOC(=O)C1C(=O)CC(C)(O)C(C(=O)OCC=C)C1c1ccc(N(C)C)cc1 (stereo unspecified),2,11,-2,-3,11,22,11,-1,0.3
Cc1cc(C)n(-c2nc(C(=O)O)cs2)n1,-8,3,-1,-1,-15,-6,10,-2,-1.5
Cc1nnc(SCC(=O)N(Cc2ccccc2)C(C)(C)C)[nH]c1=O,-10,7,1,-1,-13,-5,-5,0,-0.1
O=C(CSc1ncn[nH]1)NCc1ccc(Cl)cc1,7,9,-3,-2,-22,11,-10,-1,-0.3
COC(=O)c1ccc(N2C(=O)C3CC=CC(C)C3C2=O)cc1 (stereo unspecified),9,2,-1,1,5,11,17,0,0.9
Cn1c(=O)c2ncn(CC(=O)N/N=C/C=C/c3ccccc3)c2n(C)c1=O,9,-6,-1,-4,-2,7,5,-2,-0.5
Cc1ccc(N=CC2=C(O)CC(c3cccc(Cl)c3)CC2=O)cc1 (stereo unspecified),10,19,0,4,4,9,-5,0,0.8
CC(C)(CNC(=O)CC1C(=O)NCCN1Cc1cccc(F)c1)N1CCOCC1 (stereo unspecified),0,4,-4,-1,3,6,13,-1,-1.3
Cc1noc(C)c1C(=O)Nc1ccc(C#N)cc1,11,5,0,-4,-7,8,6,2,1.7
CCc1ccc([C@@H]2CC=C(C(=O)O)[C@H](c3ccc(C)cc3)N2S(=O)(=O)c2ccc(C)cc2)cc1,20,7,-5,-3,5,43,13,-2,-0.2
Cc1ccc(C(=O)NC(=S)Nc2ccc(NC(=O)c3cccc(Cl)c3)cc2)cc1,3,9,0,-4,0,-25,-16,35*,15
COc1ccc2c3c(c(=O)oc2c1OCC(=O)O)CCCC3,14,-8,0,1,-8,13,-25,-2,0.2
CC(=O)N1CCN(c2nc(C)nc3sc4c(c23)CCC(C)C4)CC1 (stereo unspecified),1,11,0,-2,-1,5,20,0,-0.2
O=C(CSc1n[nH]c(=O)n1C1CC1)c1c[nH]c2ccccc12,-4,6,3,1,-12,19,17,-20,-0.9
COc1cc(/C=C2/SC(=Nc3ccc(O)cc3)NC2=O)ccc1O,9,6,-3,3,8,11,-6,27*,2.9
CCOc1cc(/C=N/NC(=O)c2ccc(CN3CCOCC3)cc2)ccc1OC,10,8,-1,2,0,10,4,-2,-2.0
O=C(c1nc2ccccn2c1CN1CCC(Cc2ccccc2)CC1)N1CCCC1,11,6,-2,-3,-24,10,-3,0,-1.6
CC(C)NC(=O)c1ccc2c(c1)N(CC(=O)N1CCCCC1)C(=O)C(C)(C)O2,2,8,2,-4,-5,-7,10,1,-0.2
CN1CCN(CCCCOc2ccc(Br)cc2)CC1,15,31,-3,1,-24,-2,-18,-3,1.1
COc1ccc(C(=O)NC(=S)NNC(=O)c2c(-c3ccccc3)noc2C)cc1OC,7,6,-3,-8,26,-9,20,-3,-4.3
O=C(NCC1CCCO1)c1c(O)c2ccccc2[nH]c1=O (stereo unspecified),5,43,-4,0,-6,39,28,-2,-1.4
COCCCn1c(-c2ccc(S(=O)(=O)N3CCOCC3)cc2)csc1=Nc1ccccc1,-2,11,-5,6,-17,0,6,-2,23
COc1ccc(-c2c(-c3ccccc3)n(C)c3ccccc23)cc1,16,8,-5,-2,14,24,11,1,-1.2
CCc1c(C)sc(NC(=O)c2ccc(Br)o2)c1C(=O)OC,19,7,-6,-10,-3,8,22,-4,1.4
N#CCCN/N=C(/Cc1nc2ccccc2[nH]1)c1cccc(Cl)c1,28,11,-6,-3,-16,16,9,2,-2.4
Cc1ccccc1-c1cc(=O)c2c(O)cccc2o1,2,-6,1,0,10,14,15,2,-1.4
COCc1ccc(C(=O)N2CCCC(C(=O)c3cc(F)ccc3F)C2)s1 (stereo unspecified),15,18,-3,1,3,24,-9,0,-0.8
CCN(c1ccccc1)S(=O)(=O)c1cc([N+](=O)[O-])ccc1N,-9,27,-2,-4,11,11,9,-10,-0.8
O=C(CN1C(=O)c2ccccc2S1(=O)=O)Nc1cccc(S(=O)(=O)N2CCCCC2)c1,10,5,-6,2,4,11,10,-2,-0.2

3 compounds already listed, arranged by their value in NALP3 yeast inh, highest first:
canonical_smiles	NALP3 yeast inh	APJ antag	NR3A LBD binder	MPTP block
CCc1c(C)sc(NC(=O)c2ccc(Br)o2)c1C(=O)OC	7	-3	-4	1.4
O=C(CN1C(=O)c2ccccc2S1(=O)=O)Nc1cccc(S(=O)(=O)N2CCCCC2)c1	5	4	-2	-0.2
COC(=O)c1ccc(N2C(=O)C3CC=CC(C)C3C2=O)cc1 (stereo unspecified)	2	5	0	0.9

Structural class, the compounds so far containing a thiophene ring, fused or not
SMILES,tim10-1 inh,NALP3 yeast inh,MIN6 prolif,APJ ag,APJ antag,tim23-1 inh,TIM10 inh,NR3A LBD binder,MPTP block
CC(=O)N1CCN(c2nc(C)nc3sc4c(c23)CCC(C)C4)CC1 (stereo unspecified),1,11,0,-2,-1,5,20,0,-0.2
CCc1c(C)sc(NC(=O)c2ccc(Br)o2)c1C(=O)OC,19,7,-6,-10,-3,8,22,-4,1.4
COCc1ccc(C(=O)N2CCCC(C(=O)c3cc(F)ccc3F)C2)s1 (stereo unspecified),15,18,-3,1,3,24,-9,0,-0.8

Other structures
SMILES,tim10-1 inh,NALP3 yeast inh,MIN6 prolif,APJ ag,APJ antag,tim23-1 inh,TIM10 inh,NR3A LBD binder,MPTP block
CC(C)OC(=O)c1c(NC(=O)c2cccs2)sc2c1CCCC2,23,0,-5,-4,-4,18,17,3,3.8
CCSc1nc2ccccc2n1Cc1cccc([N+](=O)[O-])c1,29,-19,1,-8,26,20,25,2,0.6
COc1cccc(-c2nnc(SCC(=O)Nc3cc(C)on3)o2)c1,9,14,-2,0,15,15,2,5,5.1
Cc1ccc(S(=O)(=O)NCC(=O)N/N=C/c2ccccc2O)cc1,-2,7,-1,-2,-29,1,-2,0,0.5
O=C(COn1nnc2ccc(S(=O)(=O)N3CCOCC3)cc21)NCCc1ccccc1,7,26,-2,-4,1,17,-3,-2,-0.2
O=c1cc(-c2ccccc2Cl)oc2c(NS(=O)(=O)c3cc(Cl)cc(Cl)c3O)ccc(O)c12,4,-10,-7,-1,-59,52*,27,5,70*
COC(C(=O)Nc1ccnn1C1CCN(Cc2ccccn2)CC1)c1ccccc1 (stereo unspecified),-20,5,-1,-7,-34,-11,-2,-1,-0.6
Nc1nnc(Cc2ccc(Cl)c(Cl)c2)s1,1,8,-2,-1,12,-14,-2,0,0.5
CC(=O)N/C(=N\c1nc(C)cc(C)n1)Nc1ccc2ccccc2c1,18,26,-3,1,-14,18,-5,-1,3.5
Cc1ccccc1NC(=O)N1CCN(C/C=C/c2ccccc2)CC1,10,5,-1,-5,12,1,1,-3,0.9
CCOc1ccc(C)cc1S(=O)(=O)n1cnc2ccccc21,14,26,-5,2,5,32,-2,-5,0.8
CCCCc1nc2ccccc2n1Cc1nnc2n1-c1ccccc1SC2,5,-4,-3,-3,14,17,9,-2,2.3
Cc1noc(/C=C/c2ccccn2)c1[N+](=O)[O-],53*,29,-2,3,-14,62*,51*,-1,0.8
COc1ccc(-c2c(NC(=O)c3ccco3)oc3c(C)cccc3c2=O)cc1OC,14,17,-8,-3,1,21,-7,-2,-1.0
CC(=O)Nc1ccc(S(=O)(=O)NC2=NCN(c3cccc([N+](=O)[O-])c3)CN2)cc1,5,3,0,0,0,-5,-28,-1,1.4
CCCNS(=O)(=O)c1ccc(NC(=O)c2cccnc2)cc1,8,-4,-2,-2,8,11,7,0,0.8
COc1ccc(NC(=O)c2ccc(NC(=O)COC(=O)c3cnc(C)cn3)cc2)cc1,-14,11,-4,0,-66,-10,2,-3,-3.2
C=CCN(CC=C)C(=S)NCCc1ccc(OC)c(OC)c1,15,9,0,-2,15,13,10,1,0.1
O=C(NCc1ccccc1)C(c1ccc(Cl)cc1)N(C(=O)c1csnn1)C1CC1 (stereo unspecified),23,19,4,1,-4,14,11,0,1.9
Cc1cc(=O)oc2cc(OCC(=O)OCC(=O)NC3CC3)ccc12,5,-5,-3,-1,9,0,11,-1,-0.2
O=C(Oc1c(Cl)cc(Cl)c2cccnc12)c1ccco1,65*,71*,-5,-2,2,89*,71*,-1,2.1
Cc1cccc(Cn2cc(/C=C/[N+](=O)[O-])c3ccccc32)c1,66*,6,-6,0,18,67*,67*,-6,7.2
CCC(Oc1ccccc1OC)C(=O)Nc1ccc2c(c1)OCO2 (stereo unspecified),12,9,0,1,3,13,-4,1,-0.7
Cc1ccc(S(=O)(=O)NC(C(=O)OCC(=O)NC(=O)c2cccn2C)C(C)C)cc1 (stereo unspecified),20,12,2,3,-7,20,11,1,0.0
Cc1cc(=O)oc2cc(NC(=O)C(CCCN=C(N)N)NC(=O)OCc3ccccc3)ccc12 (stereo unspecified),21,9,-1,1,-7,15,-4,1,-0.2
Cn1nnnc1SCc1ccc(C(=O)Nc2nccs2)cc1,5,8,-3,-1,19,10,-3,-1,-0.8

Structural class: the compounds so far containing fluorine
SMILES,tim10-1 inh,NALP3 yeast inh,MIN6 prolif,APJ ag,APJ antag,tim23-1 inh,TIM10 inh,NR3A LBD binder,MPTP block
CC(C)(CNC(=O)CC1C(=O)NCCN1Cc1cccc(F)c1)N1CCOCC1 (stereo unspecified),0,4,-4,-1,3,6,13,-1,-1.3
COCc1ccc(C(=O)N2CCCC(C(=O)c3cc(F)ccc3F)C2)s1 (stereo unspecified),15,18,-3,1,3,24,-9,0,-0.8

Profiles, looked up by structure. Order of screens: tim10-1 inh, NALP3 yeast inh, MIN6 prolif, APJ ag, APJ antag, tim23-1 inh, TIM10 inh, NR3A LBD binder, MPTP block
Results for CC(=O)Nc1ccc(S(=O)(=O)NC2=NCN(c3cccc([N+](=O)[O-])c3)CN2)cc1 : 5, 3, 0, 0, 0, -5, -28, -1, 1.4
Results for CCOc1ccc(C)cc1S(=O)(=O)n1cnc2ccccc21 : 14, 26, -5, 2, 5, 32, -2, -5, 0.8
